Assay outcomes: PubChem BioAssay, Fisher Drug Discovery Resource Center
hcGAS lum: human cGAS inhibition; Q8N884; recombinant h-cGAS, ATP depletion, Kinase-Glo luminescence; inhibition, % at 12.5 µM; 0.081% of 290,000 active; AID 1259398;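 also: 0% = vehicle reaction and 100% = reaction without DNA for no activity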
Target sequence (Q8N884 whole entry, looked up): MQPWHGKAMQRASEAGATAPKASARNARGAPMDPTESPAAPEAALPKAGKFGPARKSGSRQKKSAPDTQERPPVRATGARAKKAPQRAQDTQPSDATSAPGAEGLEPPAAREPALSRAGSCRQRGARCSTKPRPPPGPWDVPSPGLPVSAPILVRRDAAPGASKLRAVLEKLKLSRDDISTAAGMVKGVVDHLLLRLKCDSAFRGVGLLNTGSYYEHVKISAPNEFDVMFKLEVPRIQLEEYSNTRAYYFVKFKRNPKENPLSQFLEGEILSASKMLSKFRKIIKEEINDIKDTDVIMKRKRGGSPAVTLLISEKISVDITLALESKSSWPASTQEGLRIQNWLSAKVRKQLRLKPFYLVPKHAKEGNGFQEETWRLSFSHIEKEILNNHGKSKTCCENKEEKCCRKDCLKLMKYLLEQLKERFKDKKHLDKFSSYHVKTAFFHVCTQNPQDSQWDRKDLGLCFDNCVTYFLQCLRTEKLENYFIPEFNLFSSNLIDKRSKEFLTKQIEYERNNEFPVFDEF
mcGAS inh: blocks mouse cGAS activity; recombinant cGAS, Kinase-Glo ATP depletion luminescence; 0.15% of 160,000 active; inhibition, % at 12.5 µM; AID 1259399;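 also: 0% = negative control wells and 100% = reference inhibitor with no enzyme activity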
NPYLR7 ag: mosquito NPYLR7 agonism; activation, % at 10 µM; HEK293T NPYLR7/Galpha15, GCaMP6s calcium fluorescence; 0.15% of 270,000 active; in the data active = activation above about 40%;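 also: 0% = vehicle and 100% = reference agonist at the receptor; some compounds past the cut are filed as inactive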
Active calls of the source: *; . = not tested or not shown; & = joins results of further samples. Rule as the data show it, unless noted: active = inhibition above about 40%; inactive = the rest.

Structure	hcGAS lum	mcGAS inh	NPYLR7 ag
C=CCn1c(C)c(C)n2c3c(=O)n(Cc4ccccc4C)c(=O)n(C)c3nc12	-5	.	0
c1ccc2nc(C3=NCCN3)cnc2c1	-4&-5	.	1&-6
COc1ccc2c(c1)OC1=C(C(=O)CCC1)C2C1C(=O)CCCC1=O (stereo not given)	-5	.	2
O=C1CC2(CCN(C(=O)c3ccc(-c4ccccc4Cl)o3)CC2)CN1	-4	-17	10
O=S(=O)(Cc1ccccc1)NC1CCc2c(O)cccc21 (stereo not given)	5	-4	-2
CC(=O)Nc1ccc(CN2C(=O)CON=C2c2ccc(C)cc2)cc1	-1	.	7
O=C(c1nnc2n1CCN(Cc1ccc3ccccc3c1)C2)N1CCCCC1	-5	.	12
CN(CCCNC(=O)C1CCCCC1C(=O)N1CCC(C#N)(c2ccccc2)CC1)c1ccccc1 (stereo not given)	-6	.	-12
CCOC(=O)c1cc(-c2ccc(N3CCN(C(=O)c4ccco4)CC3)cc2)n(-c2cccc(F)c2)n1	-2	-3	18
COc1ccc(-c2cc(C(=O)N(CCN(C)C)Cc3ccccc3)c(C)n2-c2ccccc2)cc1	-5	-4	-6
Cc1nn(C)c(Oc2ccc(Cl)cc2)c1CN1CCOC(CN)C1 (stereo not given)	-3	.	14
O=C1NC(=S)N/C1=C/c1cc(I)cc(I)c1O	15	13	51
CCSc1nnc(CCc2c(C)[nH]c(=O)n(C)c2=O)o1	-1	-6	-5
Cn1c(-c2c(-c3ccccc3)n[nH]c2-c2ccncc2)nc2ccccc21	-6	.	3
Cc1ccccc1-c1cc(C(=O)Nc2cccc([N+](=O)[O-])c2)c2ccccc2n1	-2	-4	-8
CCOC(=O)c1nn(-c2cccc(Br)c2)c(=O)cc1OS(=O)(=O)N(C)C	5	-1	-2
O=C(c1cccs1)N(Cc1c(-c2ccccc2)noc1N1CCCCC1)CC1CCCO1 (stereo not given)	-5	-5	10
CC(C)c1cc(C2CCN(Cc3cnc[nH]3)CC2)[nH]n1	-2	.	2
CCOc1ccc(NC(=O)c2sc3nc(-c4ccc(OC)cc4)cn3c2C)cc1	-3	-7	0
Cc1cc(N2CCC(C)C3CCCCC32)nc(-c2ccncc2)n1 (stereo not given)	-7	.	14
CCOc1ccccc1OCCOc1ccccc1F	-7	.	11
CC(C)CCC(C)NS(=O)(=O)C(C)C (stereo not given)	-7	-15	0
O=C(NC(C(=O)N1CCCCC1)C1CCN(C(=O)c2ccc(C(F)(F)F)cc2)CC1)c1cccs1 (stereo not given)	-2	-3	2
CC(C)(Oc1ccc(CCNC(=O)c2ccc(Cl)cc2)cc1)C(=O)N1CCC(c2ccc(F)cc2)CC1	-5	-6	-3
COc1ccc(/C=C2N=C(/C=C/c3ccc(Cl)cc3Cl)OC\2=O)c(OC)c1OC	-7	-6	18
O=C(c1ccno1)N1CCC(n2c(=O)oc3ccc(F)cc32)CC1	-7	-6	12
O=S(=O)(NCCCCOc1ccc(Cl)cc1)c1cccc(F)c1	7	.	-7
Cc1ccc2c(=O)c3cccc(CC(=O)O)c3oc2c1C	4	-5	-4
O=S(=O)(c1cc(Cl)cc(Cl)c1)N1CCC(c2c[nH]c3ccccc23)CC1	-4	-6	2
CSc1cnn(-c2ccccc2)c1NC(=O)COCC1CCCO1 (stereo not given)	-8	.	2
CCc1cc(CNC(=O)c2coc(COc3cccc(F)c3)n2)on1	-8	.	19
C[C@H](C(=O)NCCCn1ccnc1)N1Cc2ccc(N3CCOCC3)nc2C1=O	-11	.	8
CN(C)CCNC(=O)[C@@]1(OCc2ccc(F)cc2)CC(OCc2ccc(F)cc2)[C@H](O)[C@H](O)C1 (stereo not given in full)	-9	-4	5
COCCNC(=O)Cn1c(CO)cnc1SCc1ccccc1F	-1	.	6
O=C(Cn1nc(-c2ccccc2)c2ccccc2c1=O)N1CCOCC1	-2	-5	5
COC(=O)c1ccc(CNCC2=CC(C)(C)COc3ccc(OC)cc32)cc1	2	-6	0
Cc1ccccc1-n1cc(CNCc2c(C(=O)N(C)C)nc3ccc(Cl)cn23)cn1	4&-3	-5	5&-6
O=c1[nH]nc(Cc2ccc(O)cc2)n1Cc1ccc(Cl)cc1	-6	.	15
CC(=O)Nc1ccc(F)c(C(=O)N(C2CC2)C2CCc3ccccc32)c1 (stereo not given)	-15	-6	0
Cc1cc(C)c2[nH]c(C(=O)NCc3nnc4n3CCCCC4)c(C)c2c1	1	-12	0
Cn1c(N)c(S(=O)(=O)N2CCN(C(c3ccccc3)c3ccccc3)CC2)c(=O)n(C)c1=O	3	-1	3
Cn1cc(C=CC(=O)N2CCN(S(=O)(=O)c3ccccc3F)CC2)cn1	5	-2	3
O=C(Nc1ccccc1C(=O)NC1CCCC1)c1ccsc1	1	-6	0
CCC(CC)CS(=O)(=O)N1CCN(C(=O)CC(F)(F)F)CC1	-11	.	-6
COc1ccc(O)cc1-c1nccn1Cc1cccc(-n2cccn2)c1	-7	-11	-2
CC1CCC(NC(=O)CN2C(=O)NC3(CCCCC3C)C2=O)CC1 (stereo not given)	-6	-4	6
CC1CCc2c(sc(NC(=O)Cc3ccccc3)c2C(=O)Nc2ccccc2)C1 (stereo not given)	-3	-4	-6
Cc1[nH]c(C2CC(=O)N(CC(C)C)C2)nc1-c1cccs1 (stereo not given)	-10	.	1
COc1cc(C2C3=C(CCCC3=O)OC(=N)C2C#N)cc([N+](=O)[O-])c1O (stereo not given)	-1	-2	-5
COc1cc(OC)nc(C(NC(=O)C2CCN(Cc3cccn3C)CC2)c2ccc(Cl)cc2)n1 (stereo not given)	9	4	-13
Cc1cc(C)c(-c2csc(NC(=O)c3ccc4c(c3)CCN4S(C)(=O)=O)n2)cc1C	-6	-8	0
CC(=O)N1CCN(C(=O)Cc2cc(-c3ccc(F)cc3)on2)CC1	-6	-7	5
O=C(O)c1ccnc(Br)c1	-9	.	-2
CCOC(=O)c1cc(Cc2ccccc2)sc1NC(=O)c1ccc(SC(F)(F)F)cc1	-4	-7	5
Cc1ncsc1CCN(C)C1CCCNC1 (stereo not given)	-12&-9	.	14&-1
CCOC(=O)c1sc(N)c(C(=O)OCC)c1CSc1nc(C)cs1	-5	.	0

Some of these compounds in order of count of non-hydrogen atoms, largest number first.
Structure	hcGAS lum	mcGAS inh	NPYLR7 ag
COc1cc(C2C3=C(CCCC3=O)OC(=N)C2C#N)cc([N+](=O)[O-])c1O (stereo not given)	-1	-2	-5
Cc1ncsc1CCN(C)C1CCCNC1 (stereo not given)	-12&-9	.	14&-1
O=C(O)c1ccnc(Br)c1	-9	.	-2

The list goes on.
Structure	hcGAS lum	mcGAS inh	NPYLR7 ag
CC1CN(c2cc(Cl)nc(SCC(=O)NCCCN3CCOCC3)n2)CCN1C(=O)c1cccc(F)c1 (stereo not given)	-1	-5	-3
COc1ccc(C(C)NC(=O)Cc2c(C)nc(N)nc2C)cc1F (stereo not given)	-4	.	-4
COc1cccc(CN2CCN(C(=O)c3nn(C)c(=O)c4ccccc34)CC2)c1	-11	.	-3
CCN(CC)C(=O)Cn1cc(C(=O)NCc2csc(Cc3ccccc3)n2)nn1	2	.	-7
CC(C)Oc1ccc(CN2CCC2(C)C(=O)NCc2cccc(C(F)(F)F)c2)cc1 (stereo not given)	-9	.	8
COc1ccc(-c2cnc3ncnn3c2NCc2cc(C(F)(F)F)cc(C(F)(F)F)c2)cc1OC	-5	-6	13
CCC1(C2CCN(C(=O)c3ncccc3C)CC2)NC(=O)NC1=O (stereo not given)	-1	.	13
CC(C)N(C(=O)CSc1nc2ccccc2s1)c1ccccc1	-3	-4	1
COc1cccc(C2CNC3(CCCC3)c3[nH]c4ccccc4c32)c1OC (stereo not given)	-12	.	15
CC1(C(=O)NC2CCCCCC2)CCN1C(=O)c1ccccc1CCc1ccccc1 (stereo not given)	-10	-6	6
Cc1cc(NC(=O)CN(C)C(=O)c2cccn2Cc2cccs2)no1	-7	.	-5
CN(Cc1ccccc1)c1ncc(S(C)(=O)=O)c(C2CCCNC2)n1 (stereo not given)	-8	.	18
O=C(O)CCCNC(=O)C12CC3CC(CC(C3)C1)C2	-4	.	3
C=CCN1N=C(c2ccccc2)Cn2c1nc1c2c(=O)n(C)c(=O)n1C	4	-8	3
CCc1c(C)c(C(=O)NCc2ccc3c(c2)OCO3)n(Cc2ccc(F)c(F)c2)c1C	-4	-5	-1
O=C(CC1CCCC1)N(Cc1ccccc1)Cc1nccs1	-1	.	11
Cc1cccc(C2=NC(=CC3=Cc4ccccc4OC3)C(=O)O2)c1	-2	-7	2
Cc1ccc(Oc2nc(-c3ccccc3)ncc2C(=O)NCCC2OCCO2)cc1C	-5	-3	.
CN(Cc1ccnc2ccccc12)C(=O)c1cccc(Cn2cccn2)c1	-4	-11	-6
Cn1ccc2c(-c3cc(N)nc(N4CCOCC4)n3)ccnc21	0	.	21
Cc1nn(C)c2nc(C(C)C)cc(C(=O)Nc3ccc(Cl)cn3)c12	-9	.	5
N#CCCN1CCN(S(=O)(=O)c2ccc(S(=O)(=O)N3CCCC3)cc2)CC1	-10	.	-1
CN(Cc1sc2ccccc2c1Cl)C(=O)c1cn(CCCc2ccccc2)nn1	-6	-11	.
COc1ccc(Oc2nc3ccccc3n3cnnc23)cc1	0	.	27
COc1ccc(-c2nc(CO)cs2)cc1C	-7	-11	3
Cc1ccc2nc(-c3ccccc3F)c(NC(=O)C(C)(C)C)n2c1	-8	-8	-3
CCOC(=O)C1CCCN(C(=O)c2cccc(CSc3nc(CC)cc(N4CCCCC4C)n3)c2)C1 (stereo not given)	-2	-5	6
CN1C(=O)NC(c2ccccc2F)C2=C1CN(Cc1ccncc1)C2=O (stereo not given)	-6	-5	23
CCCCCCOc1ccccc1-c1nc2ccccc2c(=O)n1Cc1ccc(OC)cc1OC	-3	-9	1
O=C(NC(c1ccccc1)c1cccs1)C1CCN(S(=O)(=O)c2ccccc2F)CC1 (stereo not given)	-8	-8	-1
C=CCNC(=O)CN1CCC(Cn2c(COc3ccccc3)nc3ccccc32)CC1	1	.	-3
CC(C)(O)[C@@H]1Cc2cc3ccc(=O)oc3cc2O1	4	1	0
CC(C)CN(CC1CN(Cc2ccco2)CCO1)C(=O)Cc1ccccc1 (stereo not given)	-6	.	5
COc1ccccc1NC(=O)Cn1nc(C2CC2)c2cnn(-c3ccccc3)c2c1=O	-3	.	10
Cc1cccc(-c2cc(N)n(-c3ccc(C(=O)N(CCC#N)Cc4ccccc4)cc3)n2)c1	-2	-4	-2
CSC1CCC(N(C)CC(=O)NCc2ccc(OC(F)F)cc2)C1 (stereo not given)	-7	.	-2
COCC(=O)N1CCc2[nH]c3c(Cl)cc(Cl)cc3c2C1	48*	96*	1
COCCN(CC(=O)N(CCc1c[nH]c2ccccc12)Cc1ccccc1OC)C(=O)Nc1cccc(C#N)c1	-5	-5	22
CCOC(=O)c1c(C)n(-c2ccc(I)cc2)c2ccc(OC)cc12	-9	-8	-5
Cc1nc(C(F)(F)F)ccc1C(=O)N1CCC1(C)C(=O)NS(=O)(=O)c1ccccc1Cl (stereo not given)	-2	.	4

Some values from the results shown.
NPYLR7 ag result of Cc1ncsc1CCN(C)C1CCCNC1 (stereo not given) stands at 14&-1
mcGAS inh result of O=S(=O)(Cc1ccccc1)NC1CCc2c(O)cccc21 (stereo not given) stands at -4
NPYLR7 ag result of COc1cccc(CN2CCN(C(=O)c3nn(C)c(=O)c4ccccc34)CC2)c1 stands at -3
hcGAS lum result of O=C1CC2(CCN(C(=O)c3ccc(-c4ccccc4Cl)o3)CC2)CN1 stands at -4
NPYLR7 ag result of CC(C)CCC(C)NS(=O)(=O)C(C)C (stereo not given) stands at 0
hcGAS lum result of CC(C)c1cc(C2CCN(Cc3cnc[nH]3)CC2)[nH]n1 stands at -2
mcGAS inh result of CCOC(=O)c1nn(-c2cccc(Br)c2)c(=O)cc1OS(=O)(=O)N(C)C stands at -1

Remaining list, next part.
Structure	hcGAS lum	mcGAS inh	NPYLR7 ag
Cc1ccc2cc(-c3nccn3CCN(C)C)c(N3CCOCC3)nc2c1	-7	-12	14
O=C(NN1C(=O)CSC1=S)c1csc2c1CCCC2	-4	.	5
CCCCC(CC)C(=O)Nc1c(-c2ccc(C)cc2)nc2ccc(C)cn12 (stereo not given)	-1	-4	-3
N#CCCN(CCC#N)C(=O)CSCC(O)c1ccccc1 (stereo not given)	0	.	5
N#CC1C(=N)C(C#N)(C#N)C(c2ccc(OC(F)F)cc2)C=C1C1CC1 (stereo not given)	3	.	-18
O=C(c1cc(F)c(F)cc1F)N1CCN(C(c2ccccc2)c2ccc(Cl)cc2)CC1 (stereo not given)	-7	-7	-3
CCN(CCN1C(=O)CSC1c1ccc(F)cc1F)C(=O)C1CC1 (stereo not given)	-8	-6	-4
Cn1[nH]c(CP(=O)(c2ccccc2)c2ccccc2)cc1=O	-3&-5	-7	-2&1
COc1ccc(-c2[nH]ncc2CNCC(C)(C)N2CCOCC2)cc1F	7	3	-2
